Screening data as filed in PubChem.
LDHA block: inhibitors of human lactate dehydrogenase A. P00338. purified LDHA, NADH/diaphorase-resazurin fluorescence; stronger effect = lower value. activity change, % (values are at about 110 or 230 µM). 0.15% of 480,000 active. AID 1347041; in the data active = activity change below about -30%; inconclusive = mostly about -25% to -30%;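 note: plate controls were DMSO wells for no effect and wells without enzyme for full effect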
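Resorufin fluorescence (ex540/em590), read at 0 and 20 min after diaphorase/resazurin addition, reports the NADH left after a 5 min room-temperature reaction of 2 nM human LDH5 with 0.06 mM NADH and 0.2 mM pyruvate.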
Active calls of the source: *; ? = inconclusive.

cpd	mol	LDHA block
1	CC(C)c1ccc(C(NC(=O)c2nn(C)c(=O)c3ccccc23)C(C)C)cc1 (stereo not drawn)	6.7
2	Cc1nn2c(ncc3c(=O)[nH]ccc32)c1-c1ccc(F)cc1	-1.0
3	O=C(CSc1ncnc2c1sc1cccc(F)c12)NCCN1CCN(Cc2ccccc2)CC1	23.9
4	Cc1nn(CCC(=O)Nc2cccc(F)c2)c(=O)c(C#N)c1C	-5.9
5	N#Cc1ccc(S(=O)(=O)N2CCN(C(=O)c3ccc(Cn4nnc5ccccc54)cc3)CC2)cc1	-0.4
6	c1ccc(-c2noc(-c3ccco3)n2)cc1	1.6
7	N#C/C(=C\C1CC=CCC1)C(=O)NCc1ccccc1 (stereo not drawn)	4.2
8	Cc1ccc(C(=O)O)c(Cl)n1	-4.1
9	CCC(C)(C)c1ccc(O)c(-c2csc(N)n2)c1	-2.5
10	C[C@H](NC(=O)c1cc(-c2ccccc2)nc2ccccc12)C(=O)O	3.6
11	COc1cc(C(C)=O)ccc1OCC(=O)OCCOc1c(Cl)cccc1Cl	-3.6
12	O=C(/C(=C/c1cccc(O)c1)c1nc2ccccc2s1)c1ccccc1	-7.0
13	O=C(Cn1c(NCc2ccccc2)nc2ccccc21)N1CCCC1	9.1
14	O=C(OC1CC2CC1[C@H]1CCCCN1C2=O)N1CCN(S(=O)(=O)c2ccccc2)CC1 (stereo partly drawn)	-6.7
15	COc1ccc(C(NC(=O)c2cccc(Cl)c2)NC(=O)c2cccc(Cl)c2)cc1	9.2
16	CCOCCn1c(=O)c2c(nc(-n3nc(C)c(C)c3C)n2CC)n(C)c1=O	0.3
17	CC1CCc2[nH]c3ccc(C(=O)NC4CCCC4)cc3c2C1 (stereo not drawn)	0.6
18	Cc1cc(=O)oc2cc(OS(=O)(=O)c3cccc(Cl)c3)ccc12	6.5
19	CC(Sc1ccc2c(c1)OCCO2)C(=O)Nc1ccc(C#N)cc1 (stereo not drawn)	-0.5
20	CC(C)(C)c1ccc(-c2csc(NC=C(C#N)C#N)n2)cc1	-1.4
21	Cc1cc(NC(=O)C(C)Sc2nc(Nc3ccccc3)c3ccccc3n2)no1 (stereo not drawn)	2.2
22	Cc1cc(SCC(=O)N2CCOCC2)nc2c(C)cccc12	-5.1
23	CONC(=O)c1cccc(NC(=O)c2cccs2)c1	2.1
24	COc1cccc2cc(-c3cc(=O)oc4cc(OCC(=O)OC(C)(C)C)ccc34)c(=O)oc12	6.7
25	O=C(Cn1cnc2ccccc2c1=O)Nc1ccc2oc(C3CC3)nc2c1	-19.0
26	O=C(c1ccccc1)C1CCN(C(=O)/C=C/c2ccccc2F)CC1	0.1
27	Cc1ccccc1Nc1c(-c2cccc(O)c2)nc2cnccn12	-1.3
28	C=CCn1c(SCc2coc(-c3ccc(C)cc3)n2)nnc1C1CCS(=O)(=O)C1 (stereo not drawn)	6.1
29	COC(=O)Cn1c(=O)c2c(nc(-n3nc(C)cc3C)n2CC(C)C)n(C)c1=O	7.9
30	CC(C)(C)c1cc(NC(=O)Nc2ccc(F)cc2)no1	-17.8
31	O=C(c1ccc(Cl)c(Cl)c1)N1CCC(=O)N([C@H](COCc2cccc(C(F)(F)F)c2)Cc2ccccc2)CC1	-1.7
32	CCc1cccc(C)c1NC(=O)Cn1ccn(-c2ccc(OC)c(OC)c2)c(=O)c1=O	-1.1

For reference, part of the list above:
cpd	mol	LDHA block
25	O=C(Cn1cnc2ccccc2c1=O)Nc1ccc2oc(C3CC3)nc2c1	-19.0
26	O=C(c1ccccc1)C1CCN(C(=O)/C=C/c2ccccc2F)CC1	0.1
27	Cc1ccccc1Nc1c(-c2cccc(O)c2)nc2cnccn12	-1.3

(list continues)
cpd	mol	LDHA block
33	O=C(O)c1ccc(COc2ccc3ccccc3c2C=Nc2ccc(N3CCOCC3)cc2)cc1	-9.6
34	Cc1ccc(CNC(=O)Cc2csc(-c3ccccn3)n2)cc1F	-16.5
35	CCc1ccc(NC(=O)N2CCc3cc(S(=O)(=O)N4CCC(C)CC4)ccc32)cc1	-6.2
36	CC/C(=N\NC(=O)c1ccc(C(C)(C)C)cc1)c1ccccc1	-2.0
37	CCC(CC)c1nnc(NC(=O)CCc2c(C)nc(C)[nH]c2=O)s1	0.3
38	S=C(NN=C1CCCCC1)NC1CCCCC1	-0.9
39	COc1ccc(NC(=O)CSC2=NC3(CCCCC3)Nc3ccccc32)cc1	13.5
40	Cn1nc(C(=O)OCc2ccc(C(C)(C)C)cc2)c2ccccc2c1=O	4.7
41	Cc1cccc(NC(=O)CCNC(=O)Cc2ccccc2)c1C	-2.7
42	Cc1oc2cc(OCC(=O)Nc3ccccn3)ccc2c(=O)c1Oc1ccccc1	-6.2
43	CCOc1ccc(-c2nc(CS(=O)Cc3cccc(OC)c3)cs2)cc1OC (stereo not drawn)	3.5
44	Cc1cnc(NC(=O)c2nn(C(C)C)c(=O)c3ccccc23)s1	-1.1
45	Cc1ccccc1CN1C(=O)c2ccccc2C1c1nnnn1Cc1ccccc1 (stereo not drawn)	1.5
46	Cc1ccccc1C(C)Nc1ccc(S(N)(=O)=O)cc1[N+](=O)[O-] (stereo not drawn)	?
47	CCCNC(=O)c1ccc(NC(=O)c2ccncc2)cc1	2.1
48	O=C(O)c1cc2ccccc2s1	1.1
49	O=C(Nc1cccc(F)c1)C1CC2CCCC(C1)C2=O (stereo not drawn)	10.6
50	Nc1[nH]c(C(=O)c2ccccc2)c(-c2ccccc2C(F)(F)F)c1C(=O)NCCc1cccs1	-1.5
51	C[C@@H](c1ccccc1)N1C[C@H](COCc2ccccc2)Oc2cc(N3CC[C@@H](N(C)C)C3)ccc2S1(=O)=O	2.5
52	O=C(O)c1ccc(COc2cccc(Cl)c2Cl)o1	-1.0
53	CCN(CC)c1nc2ccccc2nc1C(=O)Nc1ccc(OC)c(OC)c1	8.8
54	CC(=O)C1=CCC(c2ccccc2)N(Cc2ccccc2)C1 (stereo not drawn)	-6.7
55	CCN1CCN(S(=O)(=O)c2ccc(NC(=O)CCc3ncc(-c4ccccc4F)o3)cc2)CC1	7.7
56	CCN(CC)S(=O)(=O)c1ccc(N(C)C)c(NS(=O)(=O)c2cccs2)c1	-13.4
57	COc1ccccc1Nc1nc2nccc(-c3ccncc3)c2c(=O)[nH]1	4.4
58	CC(C)c1nc(C#N)c(NCC(c2ccccc2)N2CCOCC2)o1 (stereo not drawn)	-0.2
59	CCc1ccccc1NC(=O)CCC(=O)c1ccc2c(c1)CCC2	1.1
60	Cc1cc(Cl)c(C)c(S(=O)(=O)N2CCCC2c2nnc3ccccn23)c1Cl (stereo not drawn)	-1.9
61	COc1ccc(C(C(=O)Nc2c(C)cccc2C)N2CCN(c3ccc(C)cc3)CC2)cc1 (stereo not drawn)	-5.1
62	Cc1cccc(OCc2nn3c(CN4CCOCC4)nnc3s2)c1	11.0
63	CCn1cc(S(=O)(=O)N2CCN(c3ccccc3C)CC2)cn1	3.9
64	CCCOc1ccc2ccccc2c1/C=C(/C#N)c1nc2ccccc2[nH]1	13.4
65	O=C(Cn1cnc2ccccc2c1=O)Nc1ccc(Cl)c(S(=O)(=O)N2CCOCC2)c1	8.5
66	CCOc1ccc2cc(-c3csc(Nc4ccccc4F)n3)c(=O)oc2c1	0.3
67	COC(=O)CNC(=O)c1cc2occc2n1Cc1ccccc1	-8.0
68	CCOc1cc(/C=C(\C#N)c2nc3ccccc3[nH]2)ccc1OCc1ccccc1	5.1
69	COc1ccc(-c2cc3ccc(OCC#N)cc3oc2=O)c(OC)c1	0.7
70	CC(=O)NCCNC(=O)Cc1c(C)[nH]c2ccc(F)cc12	1.8
71	COC1OC(c2ccccc2)=C(c2ccc(C(N)=O)cc2)c2ccc(F)cc21 (stereo not drawn)	-1.4
72	CN(C)C(=O)C1CN(C(=O)CCc2ncc(-c3ccc(F)cc3F)o2)c2ccccc2O1 (stereo not drawn)	9.7
73	COc1ccc(CC2C(=O)Nc3ccc(Br)cc32)c(OC)c1 (stereo not drawn)	3.2
74	N#C/C(=C/c1cccc(C#N)c1)C(=O)c1c[nH]c2cc(F)ccc12	3.7
75	COCCCNC(=O)c1cc(C)nc2ccccc12	-7.7
76	Cc1cc(C)nc(Nc2nc(-c3ccccc3)c3ccc(Cl)cc3n2)n1	-17.6
77	C/C(=N/Nc1ccc(S(N)(=O)=O)cc1[N+](=O)[O-])c1ccccc1F	1.8
78	CCNc1c(NC(=O)c2c(OC)cccc2OC)c(=O)oc2ccccc12	-0.2
79	O=C(NNC(=O)C1CC=CCC1)c1ccc(F)cc1 (stereo not drawn)	1.6
80	Cc1cccc2c(C=O)c(C(C)(C)C)[nH]c12	8.2
81	CCn1c(CSc2nnc(C3CC3)o2)nc2cc(S(=O)(=O)N(C)C)ccc21	6.1
82	CCOc1ccc(Br)cc1C1C(C#N)=C(N)Oc2cc3c(cc21)OCO3 (stereo not drawn)	59.3
83	Cn1c(=O)c2sc3c(c2n(CC(=O)c2ccccc2)c1=O)COC(C)(C)C3	5.7
84	Cc1nnc(SCC(=O)NC(C)C(C)C)s1 (stereo not drawn)	-4.8
85	O=C(NCc1ccc(Cl)cc1Cl)C1CCN(c2ncnc3nc[nH]c23)CC1	-1.4
86	Cc1ccc(Cn2cc(CN3CC(N4CCCCC4)CS3(=O)=O)nn2)cc1 (stereo not drawn)	2.4
87	CCC1CCc2c(sc3ncn4nc(Cn5nc(C(F)F)cc5C)nc4c23)C1 (stereo not drawn)	1.1
88	COC(=O)c1c(Cc2cc(Cl)ccc2Cl)c[nH]c1C	8.5

(cont.)
cpd	mol	LDHA block
89	CC(C)c1ccc(NC(=O)NC(=O)C(F)(F)F)cc1	0.1
90	COc1ccc2cc(C(=O)NCCOc3cccc(C)c3)[nH]c2c1	2.6
91	CC(C)(C)c1nc2cc(NC(=O)c3ccc[nH]c3=O)ccc2o1	2.8
92	Cc1nn(-c2ccccc2)cc1C(=O)N1CCC(CC(=O)NCc2cccnc2)CC1	-5.3
93	Cc1cccc(NC(=O)CSc2nc3c(cc2C#N)CCCC3)c1	3.4
94	CC(=O)c1cccc(NC(=O)CCc2nc(CSc3nc4cc(C)ccc4o3)no2)c1	7.1
95	O=S(=O)(NC1=NCCC1)c1cccc(NS(=O)(=O)c2cccc(Br)c2)c1	1.6
96	O=C(Cc1csc(-c2ccc(F)cc2)n1)Nc1ccnn1Cc1ccccc1Cl	5.9
97	CCCCCCCC(=O)NCCCNC(=O)CCCCCCC	-6.1
98	CCCCCCc1cnc(-c2ccc(OC(F)(F)F)cc2)nc1	0.2
99	O=C(Nc1ccccc1-n1cncn1)C1CC(=O)N(c2ccccc2Br)C1 (stereo not drawn)	5.3
100	CCCNC(=O)c1ccccc1-c1ncc(-c2ccc(F)cc2)o1	0.9
101	C=CCNc1nc(C(=O)OCC(=O)N(C)CC(=O)Nc2ccc(F)cc2)cs1	-0.4
102	Cc1cc(CNC(=O)NCc2coc(-c3cccs3)n2)ccc1F	-5.6
103	Cn1cnc2c1c(=O)n(CC(=O)NCc1cccc(Cl)c1)c(=O)n2C	-2.5
104	COC(=O)c1c(C)cccc1NCC(=O)NC(=O)NC(C)(C)C	-0.4
105	CCNC(=S)N(Cc1ccco1)Cc1cccs1	10.1
106	CC(NC(=O)NOCc1ccccc1)c1ccccn1 (stereo not drawn)	0.5
107	Cc1cc(C2=NNC(=NC3CCCCC3)SC2)c(C)n1C1CC1	1.6
108	COC(=O)c1c(C)[nH]c(-c2ccccc2F)c1C1C(=O)Nc2ccccc21 (stereo not drawn)	3.8
109	Fc1nc(F)c(F)c(Sc2nc3ccccc3s2)c1F	9.6
110	Cc1ccc(-c2cnc(CCC(=O)NCC3CC3)o2)cc1C	-0.6
111	CCCc1cc(=O)oc2cc(C)cc(OC(C)C(=O)NCCCN(C)C)c12 (stereo not drawn)	2.9
112	Cc1ccc(-c2csc(NC(=O)c3ccc(Cl)c(N4CCCC4=O)c3)n2)cc1	2.1
113	CC(C)(C)c1ccc(C(=O)NCCNC(=O)c2nc3ccccc3c(=O)[nH]2)cc1	-11.1
114	COc1cc2c(cc1OC)C(c1ccccc1)N(CC(=O)Nc1ccc(C(N)=O)cc1)CC2 (stereo not drawn)	-7.7
115	Cc1ccc(Cl)cc1NC(=O)c1n[nH]c(=O)c2ccccc12	-7.4
116	CCCCc1nn2cc(-c3ccc(C)c(C)c3)nc2s1	-3.0
117	O=C(OCc1ccccc1)c1cc2ccccc2[nH]1	12.0
118	CC(C)CNc1nc(-c2ccc(Cl)cc2)c(CC(=O)O)s1	-2.5
119	COc1ccc(CNC(=O)c2cc(Cl)ccc2O)cc1OC	2.8
120	NC(=O)C1CCN(CC(=O)Nc2oc3ccccc3c(=O)c2-c2ccc(F)cc2)CC1	-0.4
121	O=C1CN(CC(=O)Nc2cc(Cl)ccc2Cl)CCN1	-0.4
122	O=C(O)CNS(=O)(=O)c1ccccc1C(F)(F)F	3.4
123	Cc1ccc(Oc2ccc(NC(=O)C3CCCCC3)cc2)cc1	-0.3
124	COCCOc1ccc(C(=O)/C=C/c2cc(OC)c(OC)c(OC)c2)cc1	5.5
125	CN(C)CCCNC(=O)OC1CC2CC1[C@H]1CCCCN1C2=O (stereo partly drawn)	-5.4
126	O=C(/C=C/c1ccc(F)cc1)NNC(=O)c1ccc(NC(=O)C2CCCCC2)cc1	-3.5
127	N#Cc1ccccc1OCC(=O)NC12CC3CC(CC(C3)C1)C2	9.2
128	Cc1sc2c(c1C)CN(C(C)C)CN2C(=O)c1ccccc1	-0.7
129	O=C(NCc1ccncc1)[C@@H]1CCCN1C(=O)[C@@H]1CCCN1C(=O)c1cccc2ccccc12	-1.8
130	COc1ccc(Br)cc1/C=C1\CCc2ccccc2C1=O	8.9
131	O=C(CSc1nc2cc([N+](=O)[O-])ccc2o1)Nc1ccc(F)cc1	0.4
132	O=C(Oc1ccc(OCc2ccccc2)cc1)c1cnc2ccccc2n1	7.0
133	O=C(CN1CCN(S(=O)(=O)Cc2ccccc2)CC1)Nc1cccc(Cl)c1	3.6

An excerpt (hit frequency here may not be typical).
